CHRM1 antagonist: human M1 muscarinic receptor antagonists, primary screen, CHO-K1 cells, Fluo-8 calcium fluorescence, 1536-well. Muscarinic acetylcholine receptor M1 (Homo sapiens), P11229. CHO-K1 hM1, ACh EC80 antagonist. inhibition, % at 3 µM. 1.3% of 360,000 active;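 active means percent inhibition above its own plate's cutoff, namely the mean of that plate's compound wells plus 3 SD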;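 further: peak over basal fluorescence ratio during 140 s after agonist addition; 0% = ACh EC80 plus DMSO and 100% = DMSO alone without agonist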
M4 ag: human M4 muscarinic receptor agonists, primary screen, CHO-K1 cells, Fluo-8 calcium fluorescence; Muscarinic acetylcholine receptor M4 (Homo sapiens), P08173; CHO-K1 hM4/Gqi5; vehicle 0%, full acetylcholine response 100%; activation, % at 3 µM; 0.14% of 360,000 active;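 active means activation above the run mean over all test wells plus 3 SD, cut at about 32% in these data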;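 further: peak over basal fluorescence ratio per well then scaled between controls; 0% = DMSO wells and 100% = acetylcholine at EC100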
Target sequence (P08173 whole entry, looked up): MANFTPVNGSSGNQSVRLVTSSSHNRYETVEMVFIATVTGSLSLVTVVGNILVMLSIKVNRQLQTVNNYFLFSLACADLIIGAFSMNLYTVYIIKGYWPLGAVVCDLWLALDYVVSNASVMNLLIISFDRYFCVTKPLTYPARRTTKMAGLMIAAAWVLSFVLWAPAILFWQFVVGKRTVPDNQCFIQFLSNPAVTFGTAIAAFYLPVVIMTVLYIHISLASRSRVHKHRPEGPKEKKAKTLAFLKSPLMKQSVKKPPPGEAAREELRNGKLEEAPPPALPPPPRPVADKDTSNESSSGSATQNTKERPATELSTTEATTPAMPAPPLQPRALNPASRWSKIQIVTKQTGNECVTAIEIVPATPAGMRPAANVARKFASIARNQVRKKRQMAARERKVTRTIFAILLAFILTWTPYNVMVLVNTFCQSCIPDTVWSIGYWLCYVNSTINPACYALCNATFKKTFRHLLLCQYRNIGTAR
OXTR potentiator: human OXTR potentiators, primary screen, fluorescence, CHO-OTR cells, Fluo-8 calcium | Oxytocin receptor (Homo sapiens), P30559 | Fluo-8 calcium fluorescence, potentiator mode; 0% = oxytocin EC15, 100% = EC100 | activation, % at 3 µM | 0.061% of 320,000 active | AID 2445, 2010;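 active means activation above that plate's cutoff, the mean activation of tested compounds plus 3 SD, cut at about 6.6% in these data, passing the limit was not always enough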;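 further: 100% uses oxytocin at 75 nM as the full agonist control; some results filed as inactive read as strong as hits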
Target sequence (P30559 whole entry, looked up): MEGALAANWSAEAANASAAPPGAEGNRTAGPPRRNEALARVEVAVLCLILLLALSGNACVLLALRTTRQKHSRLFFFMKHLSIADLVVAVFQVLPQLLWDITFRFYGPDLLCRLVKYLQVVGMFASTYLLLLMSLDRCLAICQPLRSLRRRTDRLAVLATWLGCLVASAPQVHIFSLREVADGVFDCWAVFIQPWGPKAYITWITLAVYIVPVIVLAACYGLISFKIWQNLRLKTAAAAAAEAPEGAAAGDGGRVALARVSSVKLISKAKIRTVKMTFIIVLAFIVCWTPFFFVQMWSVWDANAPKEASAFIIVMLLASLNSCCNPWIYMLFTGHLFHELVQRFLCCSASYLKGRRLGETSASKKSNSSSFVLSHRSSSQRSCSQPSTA
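assay system = CHO-OTR cells, human receptor | schedule = compound 6 min at room temperature before oxytocin, 100 s read | detection = Fluo-8 intracellular calcium fluorescence, ex 470-495, em 515-575 nm | evaluation = normalized max/min fluorescence ratio, % activation | control set = EC15 oxytocin alone as 0%, 75 nM oxytocin (EC100) as 100%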
CHRM1 agonist: human M1 muscarinic receptor agonists, primary screen, Fluo-8 calcium fluorescence, CHO-K1 cells, HTS. Muscarinic acetylcholine receptor M1 (Homo sapiens), P11229. CHO-K1 hM1, agonist mode; 0% DMSO, 100% acetylcholine EC100. activation, % at 3 µM. 0.33% of 360,000 active. AID 588814, 2011;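 active means activation above the run's mean compound activation plus 3 SD, cut at about 16% in these data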;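 further: peak over basal fluorescence ratio within a 140 s kinetic read after compound addition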
CHRM1 PAM: human M1 muscarinic receptor positive allosteric modulators, primary screen, CHO-K1 cells, Fluo-8 calcium fluorescence, 1536-well; Muscarinic acetylcholine receptor M1 (Homo sapiens), P11229; CHO-K1 hM1, ACh EC20; 0% = ACh EC20, 100% = maximal ACh; activation, % at 3 µM; 0.088% of 360,000 active; AID 588819, 2011; in the data active means activation above about 19%, passing the limit was not always enough
CHRM4 antagonist: human M4 muscarinic receptor antagonists, primary screen, CHO cells, Fluo-8 calcium fluorescence | CHO-hM4 cells, ACh EC80 | Muscarinic acetylcholine receptor M4 (Homo sapiens), P08173 | 0.73% of 360,000 active | inhibition, % at 3 µM;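 active means inhibition above its plate's cutoff, the mean inhibition of sample wells plus 3 SD, cut at about 27% in these data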;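 further: 0% = acetylcholine EC80 with DMSO and 100% = DMSO without agonist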
CHO parental Ca: ATP-evoked calcium signal inhibitors, parental CHO, primary screen, counter-screen for OX1R antagonist project, cell-based, fluorescence, Fluo-8 calcium dye | parental CHO-K1, ATP-induced calcium, Fluo-8 fluorescence | inhibition, % at 5.6 µM | 0.63% of 330,000 active | AID 463079, 2010;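 active means inhibition above that plate's mean sample inhibition plus 3 SD, cut at about 26% in these data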;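 further: 0% = ATP-challenged DMSO wells and 100% = DMSO wells without ATP; some compounds past the cut are filed as inactive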
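material = parental CHO cells | also added = ATP as calcium-mobilizing challenge | dosing = single point at 5.6 µM | detection = intracellular calcium via Fluo-8 no-wash fluorescent dye | read-out = % inhibition | benchmarks = low control ATP plus DMSO, high control DMSO only | repeats = one well per compound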
CHO-K1 Ca antag: nonselective inhibitor or artifact in parental CHO-K1 cells; ATP-induced calcium, Fluo-8 fluorescence; inhibition, % at 3 µM; 0.6% of 360,000 active; AID 602250;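 active means inhibition above a per-plate cutoff, the plate's mean sample inhibition plus 3 SD, cut at about 24% in these data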;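 further: 0% = DMSO plus EC80 ATP and 100% = DMSO alone without ATP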
CHO-K1 Ca ag: counter-screen for M1 agonists: effect in parental CHO-K1 cells; activation, % at 3 µM; Fluo-8 calcium fluorescence; scaled to maximal ATP response, vehicle zero; 0.48% of 360,000 active; in the data active means activation above about 15%;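 further: untransfected CHO-K1 host cells lacking M1 receptor as counterscreen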
* = called active by the depositor; . = not tested or not shown.

SMILES	CHRM1 antagonist	M4 ag	OXTR potentiator	CHRM1 agonist	CHRM1 PAM	CHRM4 antagonist	CHO parental Ca	CHO-K1 Ca antag	CHO-K1 Ca ag
O=c1[nH]cnc(O)c1C(c1ccc(Br)cc1)c1c(O)nc[nH]c1=O	-18	0	-1	-2	2	7	-3	3	0.6
Cc1cc(C)c2sc(NC(=O)C3CC3)nc2c1	-17	-1	0	-8	2	-11	-11	-10	1.8
CC(C)(C)OC(=O)N1CCC(c2cc(=O)n3[nH]cc(C(=O)Nc4ccc(F)c(Cl)c4)c3n2)CC1	-9	1	-2	-3	3	1	-10	-8	0.3
COC(=O)c1cc2ccsc2n1CC(=O)N(C)C1CCCCC1	-2	0	-9	-2	6	-9	-7	-1	0.1
CCOC(=O)C(=C1Nc2ccccc2N1)n1c(-c2cnccn2)nc2ccccc21	.	1	.	.	.	-12	.	-15	0.3
O=C(C1CCC(=O)N1Cc1ccccc1Cl)N1CCN(c2ccc(F)cc2)CC1 (stereo not given)	-20	1	-1	1	10	3	-10	-5	0.4
Cc1ccc(C(=O)N2CCN(c3ccc4c(c3)C3CC4CCN3C(=O)OCc3ccccc3)CC2)cc1 (stereo not given)	21	6	.	-6	-19	11	.	7	1.4
NC(=O)C1(N2CCCCC2)CCN(C(=S)Nc2ccc(F)cc2)CC1	7	1	-3	-3	4	2	-6	15	-0.6
COc1cccc(CNC(=O)CCNS(=O)(=O)c2cccc3nsnc23)c1	-13	2	-13	-9	14	-8	-29	-3	1.6
O=C(NN1CCOCC1)c1ccc(Cl)c(Cl)c1	2	0	-4	-3	0	5	9	-5	0.8
Nc1cccc2c(O)cccc12	0	1	-2	1	10	-3	8	-5	-0.2
COc1cccc(-c2cccc(-c3nc(C(=O)NCc4ccc5c(c4)OCO5)cc4c3[C@H](CCO)N(S(=O)C(C)(C)C)C4)c2)c1 (stereo not given in full)	-33	5	.	1	4	-2	.	-5	1.6
O=[N+]([O-])c1cc([N+](=O)[O-])c(Oc2cccc(Cl)c2Cl)cc1NN1CCCCC1	-4	-1	-4	-1	3	4	-21	-10	0.0
Cc1ccccc1S(=O)(=O)/N=C(/Nc1nc2ccccc2s1)c1ccccc1	-7	0	-7	0	11	1	-14	-16	0.0
COc1ccccc1C(=O)NC(=O)COC(=O)CNC(=O)c1ccccc1	-26	0	2	1	12	-3	2	-3	0.9
C=C(C)C(=O)Nc1ccc(NC(C)C)cc1	-11	0	-7	0	6	-1	1	-5	5.0
O=C(O)c1ccc2ccc3ccccc3c2c1	-20	0	-7	-1	16	10	-5	-8	0.5
COc1cc2ccccc2cc1C(=O)N(CCN(C)C)c1nc2c(F)cccc2s1	-9	3	-8	-3	6	5	-23	-1	0.0
Cc1ccc(C(=O)N2CCC3(CC2)Oc2ccc(F)cc2C(=O)C32CC(c3ccc(Cl)cc3)=NO2)s1 (stereo not given)	-4	0	-7	-2	5	-7	-12	-18	0.1
Cc1cc(Nc2ccc(C)c(F)c2)n2ncnc2n1	1	0	-8	-2	2	-6	6	1	-0.5
O=C(c1cccnc1)n1nc(-c2ccco2)nc1NCc1cccs1	-11	0	.	-3	5	-1	.	-2	-0.1
CC(C)CCN(C(=O)Cc1ccc(Cl)c(Cl)c1)c1c(N)n(Cc2ccccc2)c(=O)[nH]c1=O	3	1	-4	-1	3	1	-18	-9	0.2
CCN(CC(=O)NCc1cccnc1)S(=O)(=O)c1ccc(OC)cc1	8	0	-1	-5	0	14	-7	-15	1.4
O=C1Cc2ccccc2C(=O)N1OCc1ccc(Cl)cc1Cl	-5	1	-6	-5	13	-3	-9	-2	0.5
Cc1ccc(CN(C(=O)c2sc3ccccc3c2Cl)C2CCS(=O)(=O)C2)cc1 (stereo not given)	3	0	-2	-3	0	8	-13	-14	0.5

Not a retest: entries from further up.
SMILES	CHRM1 antagonist	M4 ag	OXTR potentiator	CHRM1 agonist	CHRM1 PAM	CHRM4 antagonist	CHO parental Ca	CHO-K1 Ca antag	CHO-K1 Ca ag
COc1cc2ccccc2cc1C(=O)N(CCN(C)C)c1nc2c(F)cccc2s1	-9	3	-8	-3	6	5	-23	-1	0.0
Cc1ccc(C(=O)N2CCC3(CC2)Oc2ccc(F)cc2C(=O)C32CC(c3ccc(Cl)cc3)=NO2)s1 (stereo not given)	-4	0	-7	-2	5	-7	-12	-18	0.1
Cc1cc(Nc2ccc(C)c(F)c2)n2ncnc2n1	1	0	-8	-2	2	-6	6	1	-0.5
O=C(c1cccnc1)n1nc(-c2ccco2)nc1NCc1cccs1	-11	0	.	-3	5	-1	.	-2	-0.1
CC(C)CCN(C(=O)Cc1ccc(Cl)c(Cl)c1)c1c(N)n(Cc2ccccc2)c(=O)[nH]c1=O	3	1	-4	-1	3	1	-18	-9	0.2
CCN(CC(=O)NCc1cccnc1)S(=O)(=O)c1ccc(OC)cc1	8	0	-1	-5	0	14	-7	-15	1.4
O=C1Cc2ccccc2C(=O)N1OCc1ccc(Cl)cc1Cl	-5	1	-6	-5	13	-3	-9	-2	0.5

(cont.)
SMILES	CHRM1 antagonist	M4 ag	OXTR potentiator	CHRM1 agonist	CHRM1 PAM	CHRM4 antagonist	CHO parental Ca	CHO-K1 Ca antag	CHO-K1 Ca ag
COc1cccc(NC(=O)CN(C)C(=O)c2cccnc2Sc2ccc(C)c(C)c2)c1	-12	5	-5	-3	14	-8	-22	8	0.1
CC1(C)CC(NC(=O)c2cc(COc3cccc(C(F)(F)F)c3)on2)CCO1 (stereo not given)	-3	5	-3	-2	-1	-7	-17	-11	6.2
O=C(C[C@H]1C/C=C\C[C@@H](NC(=O)OCC2c3ccccc3-c3ccccc32)C(=O)O[C@@H](c2ccccc2)CNC1=O)N[C@H](CO)Cc1ccccc1	-7	1	1	-9	1	-3	-16	-7	0.2
COc1ccc(C2C(=O)N(C3CCCCCC3)CC(=O)N2Cc2ccccc2)cc1OC (stereo not given)	-5	5	0	-2	-5	-5	-11	2	1.9
N=c1c(C(=O)NCc2ccc(F)cc2)cc2c(=O)n3ccccc3nc2n1CCCN1CCOCC1	0	0	-8	-6	-5	6	0	-4	-0.4
O=S(=O)(Cc1ccccc1)N(O)c1ccccc1	-9	2	1	-4	14	11	2	-7	2.1
CC(C)OC(=O)C1CC(C)(O)C(=O)C(C(=O)OC(C)C)C1c1ccc([N+](=O)[O-])cc1 (stereo not given)	-7	1	-2	-5	6	-8	-30	-13	3.9
CC(=O)c1sc(NC(=O)C2CCN(C(=O)c3ccc(F)cc3)CC2)nc1-c1ccccc1	-11	11	-17	-1	6	-9	1	-10	3.7
Fc1ccc(-c2nc3c4ccccc4ccn3c2Cc2cccc(Cl)c2)cc1	-29	0	.	-1	4	-12	.	-25	0.3
COc1ccc(S(=O)(=O)N2CCN(C(=O)CCC3CCCC3)CC2)cc1	18	3	-9	-2	-10	6	-12	-11	2.7
S=C(NCc1ccco1)Nc1ccc(Cl)cn1	0	0	-7	-6	-2	9	-5	-8	0.6
CC1CN(C(=O)COC(=O)c2ccc(C#N)cc2)CC(C)O1 (stereo not given)	6	0	-3	0	-7	-1	-9	9	-0.4
O=C(Nc1ccccc1C(=O)NCCN1CCOCC1)c1cccc([N+](=O)[O-])c1	-4	2	2	-4	2	1	-25	-3	0.7
CCCCC(=O)NC(=S)NNC(=O)CCc1ccccc1	-6	0	-1	9	2	1	-1	-15	7.2
c1ccc(OCCCn2nnc(-c3ccncc3)n2)cc1	3	4	-2	-4	-5	3	-7	-8	1.6
COCc1c(C(=O)N/N=C(\C)c2ccncc2)nnn1-c1nonc1N	-11	0	-8	-3	3	3	5	-11	0.3
Cc1ccc(OCc2nc3c4c(ncn3n2)-c2ccccc2CC42CCCC2)cc1	-11	0	-1	-9	2	2	-6	-4	0.4
Cn1c(=O)[nH]c(=O)c2c1nc(N1CCN(Cc3ccccc3)CC1)n2CCCc1ccccc1	2	3	-10	-8	3	0	-21	3	0.2
CC(=O)Nc1ccc(S(=O)(=O)N2CCN(Cc3nc4sc(C)c(C)c4c(=O)[nH]3)CC2)cc1	-2	1	-4	-3	5	2	13	-20	0.7
CC(OC(=O)c1cccnc1Cl)C(=O)NC1CCCCC1 (stereo not given)	-15	1	.	-1	12	-16	.	-1	1.8
O=C(CCc1ccccc1)N[C@@H]1c2ccccc2CC[C@H]1OCc1ccccc1	-2	4	.	-2	3	-3	-21	6	0.2
CCOc1ccc(C(=S)N2CCOCC2)cc1OCC	9	0	2	-5	-6	-1	-12	-7	0.7
COC(=O)c1cc2n(n1)CCN(Cc1ccc(F)cc1)C2=O	-2	0	-10	-4	0	6	-12	-6	-0.2
CCCOc1nc(C)cc(COC)c1C(N)=O	-9	1	-3	-3	10	-3	-9	0	-0.4
Cc1nc(C(=O)Nc2ccccc2Cl)cc2c1[nH]c1ccccc12	-5	0	-2	-2	5	7	5	-5	-0.1

3 entries already listed, arranged by heavy-atom count, largest number first:
SMILES	CHRM1 antagonist	M4 ag	OXTR potentiator	CHRM1 agonist	CHRM1 PAM	CHRM4 antagonist	CHO parental Ca	CHO-K1 Ca antag	CHO-K1 Ca ag
COc1ccc(C2C(=O)N(C3CCCCCC3)CC(=O)N2Cc2ccccc2)cc1OC (stereo not given)	-5	5	0	-2	-5	-5	-11	2	1.9
COC(=O)c1cc2n(n1)CCN(Cc1ccc(F)cc1)C2=O	-2	0	-10	-4	0	6	-12	-6	-0.2
c1ccc(OCCCn2nnc(-c3ccncc3)n2)cc1	3	4	-2	-4	-5	3	-7	-8	1.6

Further compounds follow.
SMILES	CHRM1 antagonist	M4 ag	OXTR potentiator	CHRM1 agonist	CHRM1 PAM	CHRM4 antagonist	CHO parental Ca	CHO-K1 Ca antag	CHO-K1 Ca ag
Cc1onc(-c2ccccc2)c1C(=O)Nc1nncs1	-12	2	-3	1	13	-2	-2	-14	1.3
O=C(c1ccccc1)N1CCN(c2ccc(N3CCOCC3)nn2)CC1	-3	0	-3	-5	7	-4	-4	-2	1.2
CC(NC(=O)C(=O)c1cn(CC(=O)N2CCOCC2)c2ccccc12)c1ccccc1 (stereo not given)	-4	1	-6	1	3	-8	-8	-2	0.8
O=C(c1ccccc1)N1CCN(C(=O)c2cc3nc(-c4ccccc4)cc(C(F)(F)F)n3n2)CC1	-1	12	-8	-10	1	2	-21	4	2.2
CCOC(=O)c1cc(-c2cc3ccccc3o2)n[nH]1	-8	0	-16	1	8	4	-4	15	-0.8
Cc1cccc(C)c1C(O)c1ncc(-c2cccc(F)c2)[nH]1 (stereo not given)	-11	2	.	-3	7	-12	.	-9	0.6
CCOc1ccc(NC(=S)NNC(=O)CC(C)O)cc1 (stereo not given)	-7	0	-2	-3	6	10	2	-22	0.4
